CR mimetic SO: reduction of superoxide in aged yeast, primary screen, HTS. S. cerevisiae aged cells, superoxide DHE fluorescence; stronger effect = lower value. superoxide response (% of plate mean), % at 10 µM. hit rate 0.18% among 330,000. AID 2690, 2010;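 active = superoxide response under a set limit, about three screen SD below normal, cut at about 65% in these data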;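 also: yeast aged for seven days with compound at 30 °C before DHE staining; 100% = average MFI of all compound-treated wells on the plate with controls excluded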
GASC-1 inh: inhibitors of GASC-1 histone demethylase, primary screen, biochemical, fluorescence, DELFIA europium; GST-JMJD2C(1-420) H3K9me3 demethylation; inhibition, % at 2.35 µM; hit rate 0.069% among 330,000; AID 2099, 2009;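 active = more than half of a compound's replicate wells show inhibition beyond 50%, single wells judged on their own value; inconclusive = some, but no more than half, of replicates pass 50% inhibition; inactive = no replicate passes 50% inhibition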;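 also: signal counts dimethyl H3K9 product captured on neutravidin plate; 0% = median of DMSO wells and 100% = 0.3 times that DMSO median; strong numbers were not always called active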
Target sequence (Q9H3R0 1-420 limits assumed): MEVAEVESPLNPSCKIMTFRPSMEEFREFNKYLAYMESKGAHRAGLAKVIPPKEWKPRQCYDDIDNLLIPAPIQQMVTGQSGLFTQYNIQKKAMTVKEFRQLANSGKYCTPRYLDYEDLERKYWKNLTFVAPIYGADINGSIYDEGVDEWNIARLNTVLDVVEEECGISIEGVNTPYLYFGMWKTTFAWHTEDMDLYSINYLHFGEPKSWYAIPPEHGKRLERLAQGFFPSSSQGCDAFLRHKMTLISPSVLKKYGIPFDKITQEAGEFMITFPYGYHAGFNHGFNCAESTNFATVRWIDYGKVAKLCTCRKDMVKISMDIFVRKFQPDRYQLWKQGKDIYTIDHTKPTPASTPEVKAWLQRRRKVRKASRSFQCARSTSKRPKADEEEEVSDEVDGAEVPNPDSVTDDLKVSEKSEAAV
procasp7 counter: procaspase-7 activators, primary screen, counter-screen for procaspase-3 activator project, biochemical, absorbance, HTS, human; Caspase-7 (Homo sapiens), P55210; recombinant procaspase-7, Ac-DEVD-pNA absorbance 405 nm; D23A/D198A/D206A triple mutant, cannot self-cleave; scale: DMSO 0, 5 µM enzyme 100; activation, % at 8.5 µM; hit rate 0.093% among 330,000;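 active = percent activation above the screen-wide mean plus 3 SD, cut at about 25% in these data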
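buffer or medium = Zinc-free HEPES/NaCl buffer, pH 7.4 | material = Procaspase-7 triple mutant (PC-7 D3A) | input = 2 µM procaspase-7 mutant as dispensed | signal = Epi-absorbance of released pNA at 405 nm, two timepoints | timing = 1 h preincubation, 2 h reaction | replicates = singlicate compound testing | evaluation = % activation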
AHR act: AHR activators, primary screen, cell-based, luminescence, luciferase reporter, human; Aryl hydrocarbon receptor (Homo sapiens), P35869; AHR-responsive luciferase reporter cells; activation, % at 5 µM; hit rate 2.5% among 320,000; in the data active = activation above about 47%;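 also: 0% = vehicle wells and 100% = reference agonist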
procasp3 activ: activators of human procaspase-3 D3A mutant, primary screen, biochemical, absorbance, PC-3 D3A mutant, single concentration | Caspase-3 (Homo sapiens), P42574 | recombinant procaspase-3 D3A, Ac-DEVD-pNA absorbance 405 nm | activation, % at 8.5 µM | hit rate 0.11% among 330,000;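 active = activation above the mean of all tested compounds plus 3 SD, cut at about 21% in these data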;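 also: 0% = DMSO alone and 100% = DMSO wells spiked with extra 5 µM PC-3 D3A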
Target sequence (P42574 whole entry D9A/D28A/D175A): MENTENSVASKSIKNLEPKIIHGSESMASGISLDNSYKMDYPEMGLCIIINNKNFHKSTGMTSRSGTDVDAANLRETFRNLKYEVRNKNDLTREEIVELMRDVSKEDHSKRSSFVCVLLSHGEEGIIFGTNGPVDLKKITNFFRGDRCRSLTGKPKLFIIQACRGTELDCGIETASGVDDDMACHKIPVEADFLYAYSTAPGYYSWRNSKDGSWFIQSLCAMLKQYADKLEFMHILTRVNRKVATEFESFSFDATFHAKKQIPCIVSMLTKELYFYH
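Assay system – Procaspase-3 D3A mutant · Benchmarks – DMSO low control, extra-enzyme high control · Technique – 405 nm absorbance of p-nitroaniline, reads at 0 and 120 min · Doses – 8.5 µM nominal · Measure – % activation between DMSO and enzyme-spiked controls · Also added – Ac-DEVD-pNA chromogenic peptide substrate · Schedule – 1 h compound preincubation, 2 h substrate hydrolysis at 25 °C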
LAP4 TOR yeast: modulators of LAP4-GFP expression in yeast, primary screen, S. cerevisiae, multiplex flow cytometry, MLPCN library. 3 h; median GFP as percent of DMSO wells. GFP response vs DMSO, % at 10 µM. hit rate 0.34% among 320,000. AID 2023, 2009;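 active = GFP response vs DMSO above a set limit, about the screen mean plus 3 SD, cut at about 150% in these data; inconclusive = under 70 cell events counted for the yeast strain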
RPL19A-GFP yeast: RPL19A-GFP expression modulators in yeast, primary screen, cell-based, S. cerevisiae, multiplex flow cytometry, MLPCN. percent response vs DMSO, % at 10 µM. hit rate 0.3% among 330,000. S. cerevisiae RPL19A-GFP strain, 3 h; stronger effect = lower value. AID 2025, 2009;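 active = percent response vs DMSO below 50%; inconclusive = fewer than 70 events counted for the yeast strain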;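 also: median channel GFP fluorescence of the barcoded RPL19A-GFP strain; ratio of sample median GFP to plate DMSO average so 100% = DMSO; lower means less RPL19A-GFP as with rapamycin TOR inhibition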
MEP2-GFP yeast: modulators of MEP2-GFP levels in yeast, primary screen, S. cerevisiae, multiplex flow cytometry, MLPCN library; hit rate 0.51% among 330,000; S. cerevisiae MEP2-GFP strain, 3 h; 100% = DMSO control level; GFP response vs DMSO, % at 10 µM; AID 2016, 2009;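 active = GFP response versus DMSO above a set limit, roughly screen mean plus 3 SD, cut at about 180% in these data; inconclusive = fewer than 70 cells counted for a yeast strain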;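 also: median GFP fluorescence of the barcode-gated MEP2-GFP cells per well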
Active calls of the source: *; ? = inconclusive; · = not tested or not shown; & = joins results of further samples; [ ] = another dose, or the depositor's remark.

Molecule	CR mimetic SO	GASC-1 inh	procasp7 counter	AHR act	procasp3 activ	LAP4 TOR yeast	RPL19A-GFP yeast	MEP2-GFP yeast
COCCNC(=O)CN1CCC(NC(=O)c2ccco2)CC1	103	0	9	0	17	100	108	110
Cc1ccnc(NC(=O)CCC(=O)N(CC(=O)NC2CCCCC2)Cc2cccs2)c1	97	1	7	-3	-1	107	96	103
CCCCN(C)C(=O)c1cc2cc3cc(OC)ccc3nc2o1	91	-7	2	19	4	102	109	117
CCOC(=O)C1CCN(S(=O)(=O)c2ccc(OC)c(C(=O)N3CCCCC3)c2)CC1	107	-3	0	-3	-5	94	101	106
Cc1cc(N/C(=N/S(=O)(=O)c2cc(F)ccc2F)c2ccccc2)n(-c2ccccc2)n1	103	7	1	-5	4	99	94	94
O=S1(=O)CCOC[C@H](Cc2ccccc2)N1Cc1ccccc1F	89	-16	-5	1	3	129	99	103
COC(=O)c1ccc(-c2ccc(/C=N/N3C(=O)C4C5C=CC(C6CC56)C4C3=O)o2)cc1 (centres undefined)	80	8	-5	12	-20	102	100	94
CC(=O)N(c1ccc2oc(=O)sc2c1)S(=O)(=O)c1cccs1	109	-8	-22	-2	-20	96	100	103
CCN(CC)CCCNC(=O)c1cc(Cl)c(NC(=O)C2=C(C)OCCS2)cc1OC	105	-13	5	1	-3	94	98	108
CCN(C(=O)C1CCCN(c2nc(-c3ccc(OC)cc3)no2)C1)c1ccccc1F (centres undefined)	95	-5	13	6	-3	107	101	97
O=C(CN1CCOCC1)Nc1ccc(NC(=O)c2ccccc2F)cc1	88	12	3	-1	8	95	100	104
COc1ccc(OCC(=O)Nc2c(C)ccc3nsnc23)cc1	102	6	4	5	6	84	103	101
NC(Cc1c[nH]c2ccc(OCc3ccccc3)cc12)C(=O)O (centres undefined)	89	8	-5	16	-7	100	100	94
COc1ccc(C(CNc2ncnc3sccc23)N(C)C)cc1OC (centres undefined)	100	-9	2	10	3	90	101	103
CCOC(=O)N1CCC(n2c(=S)[nH]c3cc(OC)c(OC)cc3c2=O)CC1	97	-1	-3	-3	-4	98	99	103
CCn1c(=O)c(C(=O)CN(C)Cc2ccc(F)cc2)c(N)n(Cc2ccccc2)c1=O	104	-16	3	-4	1	93	102	101
CCOC(=O)N1CCC(N(CCOC)C(=O)Nc2ccc(C)c(C)c2)CC1	104	2	-2	-1	3	94	90	89
CSc1ccc(CCNC(=O)CN2C(=O)c3cccnc3Oc3ccc(C)cc32)cc1	99	21	-1	3	-6	86	96	102
COCCNC(=S)N1CCc2cc(OC)c(OC)cc2C1COc1cc(C)cc(C)c1 (centres undefined)	93	-21	9	7	1	91	99	104
Cc1ccc(Nc2cc(C)nc3ncnn23)cc1	110	-18	4	6	2	95	98	98
CC(CS(=O)(=O)c1ccc2c(c1)NC(=O)CS2)C(=O)N1CCN(c2cccc(Cl)c2)CC1 (centres undefined)	129	-3	1	3	5	97	101	104
O=C(CSc1nnc(Cc2cccs2)n1Cc1ccco1)Nc1ccc(Br)cc1	114	3&-2	17	1	0	88	87	86
O=C(NC1CCCC1)C(c1ccccc1)N(C(=O)c1ccno1)c1cccnc1 (centres undefined)	98	-1	-5	0	-5	103	103	101
Cc1ccc(NC(=O)CCC(=O)NNC(=O)COc2ccc([N+](=O)[O-])cc2)cc1C	120	-19	-9	53*	8	?	76[may fluoresce violet]	70[may fluoresce violet]
COc1cc(/C=N/NC(=O)c2cncc(Br)c2)cc([N+](=O)[O-])c1O	100	-8	-8	4	1	103	97	101
Cc1ccc(S(=O)(=O)N2CCCCC2)cc1NC(=O)c1cc(F)c(F)c(F)c1F	107	-1	17	0	10	99	98	93
CCOC(=O)c1c(NC(=O)CSc2nnc(C)c(=O)[nH]2)sc2c1CCC2	91	12	-11	3	4	100	94	104
O=C(OCC(=O)c1ccc[nH]1)c1ccc(C(F)(F)F)cc1	97	-7	0	1	4	94	100	103
COc1cc(C(=O)NC(=S)Nc2ccc(Cc3ccncc3)cc2)cc(OC)c1OC	68	10	-18	-3	-9	99	112	114
CCOC(=O)C1(CCOC)CCN(Cc2ccc(C(=O)OC)cc2)CC1	98	-12	1	-2	5	99	101	102
CSc1nsc(SCC(=O)NCc2ccc(C)cc2)n1	102	-1	·	·	·	107	105	110
CC(OC(=O)c1cccc(S(=O)(=O)Nc2ccccc2F)c1)C(=O)NCc1ccc2c(c1)OCO2 (centres undefined)	100	7	-7	3	7	98	99	103
Cc1ccc(Cl)cc1N1CCN(C(=O)CCS(=O)(=O)c2ccc3c(c2)NC(=O)CO3)CC1	83	8	-4	4	-4	110	104	109
Cc1ccccc1NC(=O)C(C)c1cccc(C(=O)c2ccccc2)c1 (centres undefined)	113	2	6	2	5	98	96	100
CC1=C(C(=O)OC2CCCCCCC2)C(c2cccc(O)c2)NC(=O)N1 (centres undefined)	89	6	9	2	0	103	97	107
Cc1ccc(NC(=O)CCC(=O)NNC(=O)COc2ccccc2)c(C)c1	89	2	-6	5	-4	113	109	134
O=C(CCn1c(=S)oc2ccccc21)Nc1ccc2c(c1)OCCO2	94	8	3	39	13	104	98	103
COc1ccc(C(=O)Nc2ccc(S(=O)(=O)N3CCOCC3)cc2)cc1OC	99	-5	4	1	6	95	99	102
C=CCNc1nc(N)c(C(=C(C#N)C#N)c2ccccc2)s1	106	-5	3	5	-5	106	96	95
N#C/C(=N\Nc1ccc(Cl)cc1)C(=N)N1CCCCC1	97	2	-5	13	-4	98	102	93
COc1cccc(C(=O)C2CCCN(CC3=Cc4cc(OC)ccc4OC3)C2)c1 (centres undefined)	97	-3	-1	4	-1	103	114	107
CC1Oc2ccccc2OC1(O)c1ccc2ccccc2n1 (centres undefined)	105	-4	3	51*	-4	97	103	103
CCCC(=O)NC(Nc1ccccc1OC)C(Cl)(Cl)Cl (centres undefined)	110	-8	4	-1	1	98	97	97
COc1ccc(-c2nn(-c3ccccc3)cc2/C=C\C(=O)N2CCOCC2)cc1[N+](=O)[O-]	117	4	-2	20	2	87	102	103
CC(=O)N1C(=O)C2(Nc3ccccc3N2)c2ccccc21	93	-8	1	-1	4	101	·	113
O=S(=O)(Nc1ccc(Br)cc1)c1cccc2cccnc12	104	1	6	-5	3	105	98	92
Oc1ccc2oc3c(c2c1C=NCc1ccncc1)CCCC3	85	-15	-2	5	-2	107	100	95
COCCNC(=O)Cn1cc2c(n1)CCC(C)C2 (centres undefined)	102	12	6	3	4	107	102	105
COc1ccc(CCNS(=O)(=O)c2cc3c4c(c2)CCN4C(=O)CC3)cc1	102	?	9	0	4	89	88	95
Clc1ccc(-n2nnnc2-c2cnc3ccccc3c2-c2ccccc2)cc1	85	-12	2	3	-2	101	99	96

Other results:
Molecule	CR mimetic SO	GASC-1 inh	procasp7 counter	AHR act	procasp3 activ	LAP4 TOR yeast	RPL19A-GFP yeast	MEP2-GFP yeast
Cc1c(Cc2ccccc2)c(=O)oc2c(C)c(OCC(=O)Nc3ccc(C#N)cc3)ccc12	94	-4	7	-3	13	105	105	107
O=C(Nc1ccc([N+](=O)[O-])cc1)c1ccccc1F	114	-10	-7	-5	3	91	106	103
O=c1c2ccccc2nc2sc(Nc3cccc(Cl)c3)nn12	87	7	1	6	-1	99	98	96
CSC1=NCCN1C(=O)c1cccs1	88	-3	-8	-2	-10	100	101	102
N/C(=N\OC(=O)c1ccc(F)cc1)c1nonc1N	97	-6	6	-3	4	125	93	100
O=C(COC(=O)c1ccc([N+](=O)[O-])cc1)Nc1ccccc1C(=O)NC1CC1	93	6	1	0	7	89	95	97
O=C(Cc1ccccc1Cl)N/N=C/c1cccnc1	102	1	7	4	-6	98	101	99
COC(=O)c1ccc(NC(=O)Nc2ccc(OC)c(OC)c2)cc1	76	1	-5	2	7	100	101	98
Nc1ccc2nc3c(=O)[nH]c(=S)[nH]c3nc2c1	91	21	-24	3	-10	110	98	111
O=C(Oc1ccc2ccc(=O)oc2c1)c1ccco1	97	-4	0	1	2	95	93	100
CCN(CC(=O)NCc1ccc(F)cc1)C(=O)COc1ccccc1[N+](=O)[O-]	88	-4	2	5	4	105	102	99
O=c1c(C/C=C/c2ccccc2)c(O)nc2n1CCCS2	120	-9	-10	-4	-5	97	106	101
C=CCSc1n[nH]c(-c2ccc(OC)cc2)n1	97	-2	7	11	2	106	108	110
O=C(Cc1ccsc1-c1ccccc1)NO	107	10	3	2	6	105	104	109

Screens from PubChem BioAssay.
